Diaphorase inh: diaphorase inhibition or chemical oxidation counter-screen; inhibition, % at 20 µM; 0.69% of 190,000 active; AID 1217; diaphorase resazurin-to-resorufin fluorescence, NADH, 16 min; bacterial (C. kluyveri) enzyme, not human;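 active means primary screen inhibition at 20 µM above a set limit, cut at about 50% in these data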;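 further: plate controls were DMSO with full reaction for no effect and wells lacking NADH for full effect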
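Benchmarks: positive control wells lacking NADH, neutral wells with DMSO only. System: bacterial diaphorase enzyme (C. kluyveri). Input: 0.14 U/mL diaphorase, enzyme working solution. Detection: resorufin fluorescence, excitation 544 nm, emission 590 nm. Times: 16-min room-temperature incubation before reading.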
Hsp70 act: transcriptional activators of Hsp70; activation, % at 10 µM; HeLa Hsp70 promoter luciferase reporter, luminescence; scaled: vehicle 0, proteasome-inhibitor control 100%; 0.04% of 200,000 active; AID 1203;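 active means activation above the mean across all tested compounds plus 3 SD, cutoff set per campaign, cut at about 5.5% in these data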;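 further: 100% = MG132 at 30 µM as the positive control and 0% = DMSO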
Diaphorase act: activates diaphorase or chemically reduces, flagging diaphorase assay artifacts. Diaphorase/resazurin coupled assay, resorufin fluorescence, 16 min; stronger effect = higher value; 1 = vehicle wells, 0 = NADH-free wells. activation factor at 20 µM. 0.005% of 190,000 active. AID 1229;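 active means diaphorase activity raised at least twofold by the compound at 20 µM; inactive means activation factor below 2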
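test system = bacterial diaphorase enzyme (C. kluyveri) | quantity = enzyme 0.07 U/mL final | reagent = NADH substrate 0.114 mM plus resazurin dye 0.1 mM, final | incubation = 16 min enzyme reaction, ambient temperature | buffer or medium = HEPES pH 7.4 buffer with MgCl2 and Tween 20 | signal = fluorescence of resorufin, 544 nm excitation, 590 nm emission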
G6PDH counter: inhibits Leuconostoc G6PDH, flagging false hits in G6PDH-based assays; AID 1020; inhibition, % at 5 µM; Purified L. mesenteroides G6PDH, diaphorase/resazurin coupled fluorescence, 45 min; 0.12% of 200,000 active; in the data active means inhibition above about 50%
APP transl inh: APP translation inhibition; inhibition, % at 2 µM; AID 1285; 0.82% of 190,000 active; SH-SY5Y APP 5'UTR-luciferase reporter, luminescence;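 active means inhibition above a set limit, derived from the sample mean plus 3 SD, cut at about 45% in these data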; further: values of inactives mirror those of a sister screen read the other way
STAT3 inh: STAT3 signaling inhibition. U3A cells, IL-6 STAT3-luciferase reporter, luminescence; host cell line lacks STAT1. inhibition, % at 5.5 µM. 0.89% of 190,000 active. AID 862;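 active means inhibition above the mean inhibition across all screened compounds plus 3 SD, cut at about 44% in these data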;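 further: 0% = DMSO only wells and 100% = 100 µM nifuroxazide control wells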
STAT1 activator: activators of IFN-gamma induced STAT1 signaling | 2.6% of 200,000 active | activation (% of control), % at 5.5 µM | NIH 3T3 STAT1-luciferase reporter, luminescence; 100% = IFN-gamma alone, no compound;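 active means activation above the screen-wide mean activation plus 3 SD, cut at about 130% in these data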;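 further: raw ratio to IFN-gamma control signal so 100% means no change and 0% no light; values of inactives mirror those of a sister screen read the other way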
STAT3 activator: STAT3 signaling activation. U3A cells, IL-6 STAT3-luciferase reporter, luminescence; 100% = signal with IL-6 EC80 alone. activation (% of control), % at 5.6 µM. 0.91% of 190,000 active;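 active means activation above the screen-wide mean of compound activation plus 3 SD, cut at about 130% in these data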;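 further: 0% = background luminescence of wells with medium and substrate only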
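System – human U3A cells carrying STAT3-luciferase construct · Probe or stimulus – Interleukin-6, 33 ng/mL · Schedule – compound 1 h, then IL-6 6 h at 37 °C · Signal – luminescence from STAT3-driven luciferase reporter · Evaluation – percent of IL-6-only median luminescence · Benchmarks – IL-6-only high control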
TLR4-MyD88 BLA: inhibitors of human TLR4-MyD88 binding; AID 861; inhibition, % at 8.4 µM; HeLa CL3-4 TLR4/MyD88 BLA complementation, FRET ratio; 0.18% of 200,000 active; in the data active means inhibition above about 25%;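 further: 0% = vehicle and 100% = reference inhibitor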
Target sequence (O00206 whole entry, looked up): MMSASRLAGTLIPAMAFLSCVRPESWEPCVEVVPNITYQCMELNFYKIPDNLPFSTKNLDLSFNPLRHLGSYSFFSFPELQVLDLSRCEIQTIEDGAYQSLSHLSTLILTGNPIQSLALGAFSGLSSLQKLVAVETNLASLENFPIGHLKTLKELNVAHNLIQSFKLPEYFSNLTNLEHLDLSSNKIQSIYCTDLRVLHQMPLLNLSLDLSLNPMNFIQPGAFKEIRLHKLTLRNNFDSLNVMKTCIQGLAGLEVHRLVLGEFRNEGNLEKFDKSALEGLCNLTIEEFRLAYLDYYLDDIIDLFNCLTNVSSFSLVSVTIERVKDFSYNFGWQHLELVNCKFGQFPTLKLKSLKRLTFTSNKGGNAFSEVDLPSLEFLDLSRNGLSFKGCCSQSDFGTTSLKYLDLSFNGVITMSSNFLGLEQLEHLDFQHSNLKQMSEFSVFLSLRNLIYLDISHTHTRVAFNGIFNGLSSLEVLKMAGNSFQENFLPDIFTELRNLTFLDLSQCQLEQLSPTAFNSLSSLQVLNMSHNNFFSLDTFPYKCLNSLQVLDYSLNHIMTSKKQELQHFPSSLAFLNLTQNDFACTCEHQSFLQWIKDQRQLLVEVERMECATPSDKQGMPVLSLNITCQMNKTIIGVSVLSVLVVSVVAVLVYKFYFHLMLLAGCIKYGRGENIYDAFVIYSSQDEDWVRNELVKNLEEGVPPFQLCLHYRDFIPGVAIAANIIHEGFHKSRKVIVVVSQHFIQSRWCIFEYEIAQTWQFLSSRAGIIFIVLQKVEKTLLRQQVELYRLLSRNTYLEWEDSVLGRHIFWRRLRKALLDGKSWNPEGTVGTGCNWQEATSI
Target sequence (Q99836 whole entry, looked up): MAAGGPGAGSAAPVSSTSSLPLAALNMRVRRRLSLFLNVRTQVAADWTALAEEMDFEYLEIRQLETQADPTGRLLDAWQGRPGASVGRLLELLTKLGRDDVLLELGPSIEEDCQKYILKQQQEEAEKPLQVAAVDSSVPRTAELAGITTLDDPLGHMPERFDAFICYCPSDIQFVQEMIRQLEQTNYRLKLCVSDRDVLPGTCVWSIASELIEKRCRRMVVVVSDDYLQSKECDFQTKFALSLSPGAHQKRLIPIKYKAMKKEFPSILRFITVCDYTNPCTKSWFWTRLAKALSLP
STAT1 inh: inhibitors of IFN-gamma induced STAT1 signaling; NIH 3T3 STAT1-luciferase reporter, luminescence; inhibition, % at 5.5 µM; 0.35% of 200,000 active;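 active means inhibition above a set limit, the mean inhibition across all tested compounds plus 3 SD, cut at about 34% in these data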;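 further: 0% = IFN-gamma with DMSO and 100% = IFN-gamma with 300 µM nifuroxazide; values of inactives mirror those of a sister screen read the other way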
* hit, by the source's call; · = no result given.

A first look, three compounds:
SMILES	Diaphorase inh	Hsp70 act	Diaphorase act	G6PDH counter	APP transl inh	STAT3 inh	STAT1 activator	STAT3 activator	TLR4-MyD88 BLA	STAT1 inh
COC(=O)COc1ccc(Oc2cc(C)nc(SC)n2)nn1	17	-0.5	0.8	0	2	-2	96	104	5	4
COc1cccc(-n2c(=S)[nH]c3c(oc4ccccc43)c2=O)c1	71*	-0.3	0.3	3	-23	-37	109	136*	4	-13
CCOC(=O)N1CCN(C(=O)c2ccc3c(c2)sc2nc(-c4ccccc4)cn23)CC1	24	0.0	0.8	5	-82	10	145*	94	-8	-49

All compounds of this part, repeating the preview:
SMILES	Diaphorase inh	Hsp70 act	Diaphorase act	G6PDH counter	APP transl inh	STAT3 inh	STAT1 activator	STAT3 activator	TLR4-MyD88 BLA	STAT1 inh
COC(=O)COc1ccc(Oc2cc(C)nc(SC)n2)nn1	17	-0.5	0.8	0	2	-2	96	104	5	4
COc1cccc(-n2c(=S)[nH]c3c(oc4ccccc43)c2=O)c1	71*	-0.3	0.3	3	-23	-37	109	136*	4	-13
CCOC(=O)N1CCN(C(=O)c2ccc3c(c2)sc2nc(-c4ccccc4)cn23)CC1	24	0.0	0.8	5	-82	10	145*	94	-8	-49
O=C(CCCn1c(=S)[nH]c2ccccc2c1=O)N1CCN(c2cccc(Cl)c2)CC1	0	0.0	1	11	0	4	102	100	5	-2
COCCCNCCOCCOc1ccccc1-c1ccccc1	10	-0.1	0.9	20	-5	5	102	104	-6	-2
CCN(CC)c1ccc(N=Cc2ccc([N+](=O)[O-])o2)cc1	49	-0.5	0.5	13	-2	6	97	96	8	3
COc1ccc(NC(=O)c2oc3ccccc3c2NC(=O)c2ccc3c(c2)OCO3)cc1	16	-0.4	0.8	-58	6	22	97	84	10	3
O=C(NC(=S)Nc1cc(C(F)(F)F)ccc1N1CCOCC1)c1sc2ccccc2c1Cl	10	-0.4	0.9	-10	-22	15	89	89	2	12
CCC(C)N1CC(O)=C(c2nc3ccccc3[nH]2)C1=N (configuration not stated)	16	0.1	0.8	5	-35	18	122	87	-3	-24
O=C(Nc1ncccc1Cl)c1ccc2c(c1)OCCO2	5	0.0	1	10	-55	19	138*	88	9	-38
O=C(Nc1ccccc1C(=O)Nc1cccnc1)c1ccccc1	9	-0.2	0.9	-1	-21	-3	98	105	5	3
CCS(=O)(=O)NCCc1ccc(OC)c(OC)c1	5	0.3	0.9	-4	13	1	115	99	-10	-16
COc1ccc(OC)c(Nc2nc(C3CC3)nc3c2nnn3Cc2ccccc2)c1	13	0.0	0.9	5	-19	-2	108	105	-10	-9
Fc1cccc2sc(Nc3nc4cc5c(cc4s3)OCCO5)nc12	13	-0.2	0.9	2	-162	8	170*	93	-4	-78
COc1ccc(C2CC(c3ccc(C)o3)=NN2C(C)=O)cc1 (configuration not stated)	11	0.1	0.9	1	-12	-8	125	111	7	-29
O=C(/C=C/c1ccc(OCc2cccc(Cl)c2)cc1)N1CCOCC1	15	-0.3	0.9	3	6	3	91	100	-2	9
Cc1cccc(NC(=O)N2CCC(NC(=O)c3ccco3)CC2)c1	·	0.1	·	0	6	8	98	95	-3	0
O=C(C1=NN(c2ccccc2)C2C(=O)N(c3ccccc3)C(=O)C12)c1ccccc1 (configuration not stated)	17	-0.3	0.8	9	·	0	105	100	22	-6
O=C(COC(=O)c1n[nH]c2ccccc12)NC(=O)NCc1ccco1	0	-0.2	1	7	-2	7	104	98	5	-4
CCCCOC(=O)c1ccc(NC(=O)CSc2nnnn2C)cc1	10	-0.2	0.9	4	-3	9	104	94	4	-3
COc1ccc(-c2ccc(CNCCCN3CCOCC3)o2)cc1Cl	-5	0.1	1	13	-1	5	102	102	-3	-3
Cc1ccc(S(=O)(=O)NCC(=O)OCN2C(=O)c3ccccc3C2=O)cc1	20	-0.6	0.8	0	-7	9	95	93	5	0
CNC(=O)Nc1ccc(Cn2cc(C(F)(F)F)ccc2=O)cc1	-11	-0.3	1.1	-3	-17	11	101	100	-5	-3
CC(=O)Nc1ccc([C@H]2[C@H](C)CC[C@H]3C(=O)N4[C@@H](CC[C@@H](C)[C@@H]4c4ccc(NC(C)=O)cc4)C(=O)N32)cc1	4	0.2	1	20	-10	-1	100	99	10	0
CCOC(=O)c1[nH]c(C)c(C(=O)NC(C)(C)C)c1C	11	0.1	0.9	-5	3	1	102	103	-3	-2
CCOC(=O)CCSc1nc(C)c2cc(OC)ccc2n1	4	0.4	1	-5	-49	-4	104	106	14	-8
S=c1[nH]ncn1NCc1ccc(Cl)cc1Cl	29	0.0	0.7	12	-31	5	105	99	-1	-7
Cc1ccc2[nH]c(=O)c(CN(Cc3ccco3)C(=O)N3CCOCC3)cc2c1	20	-0.1	0.8	10	12	7	101	100	2	-3
Cc1cccc(C)c1N1C(=O)c2cccc([N+](=O)[O-])c2C1=O	-12	-0.2	1.1	9	-19	3	99	98	-16	1
O=C1c2ccccc2C(=O)N1CCCCN(C(=O)c1cc([N+](=O)[O-])cc([N+](=O)[O-])c1)c1ccc(Cl)cc1	25	-0.5	0.8	-13	-18	-8	92	104	-7	9
COCCCNS(=O)(=O)c1ccc(OC)c(Cl)c1Cl	8	0.4	0.9	-8	21	0	99	101	4	1
CCNc1sc(S(C)(=O)=O)nc1S(=O)(=O)c1ccc(Cl)cc1	6	0.1	0.9	1	-11	17	88	94	6	13
COc1ccc(CN2CCOCC2)cc1Br	18	-0.5	0.8	-1	4	-2	86	105	0	16
Fc1ccc(CNc2cnccn2)cc1	10	-0.4	0.9	1	6	14	104	93	-1	-4
COc1ncccc1C(=O)N1CCCC(C(=O)c2cc(F)ccc2F)C1 (configuration not stated)	2	-0.3	1	8	-4	5	92	99	-5	7
CCCc1n[nH]c2c1C(=O)CC(C)(C)C2	15	-0.1	0.8	-3	-17	12	100	95	-2	-1
O=C(CSc1nc2ccccc2c(=O)n1NC(=O)c1ccccc1)c1ccc(Cl)cc1	19	-0.2	0.8	6	-158	-1	124	104	-14	-27
CCCS(=O)(=O)N1CCN(C(=O)c2ccco2)CC1	13	0.2	0.9	5	8	4	102	103	8	-2
CCOC(=O)c1cnc2c(Cl)cccc2c1NCCN(C)C	-6	0.4	1.1	4	5	4	99	100	6	1
O=C(c1cnc2n(c1=O)CCS2)N1CCN(c2ccccc2F)CC1	-1	0.0	1	-4	-6	20	92	91	-1	9
Cc1ccc(N(CC(=O)NC(C)(C)C)C(=O)CS(=O)CC(=O)Nc2ccc(F)cc2)cc1 (configuration not stated)	2	-0.3	1	8	-14	3	109	101	11	-12
CC(=O)c1ccc(OC(C)C)c(CN2CCCCC2)c1	8	-0.3	0.9	-4	0	10	100	100	-12	0
COc1cc(/C=N/NC(=O)CN(Cc2ccccc2)S(=O)(=O)c2ccc3c(c2)OCCO3)ccc1O	24	-0.3	0.8	-3	·	-7	102	106	-14	-3
CCN(CC)S(=O)(=O)c1ccc(NC(=O)CSc2nnc(-c3ccc(F)cc3)o2)cc1	9	-0.2	0.9	5	-16	17	103	94	1	-3
CCOc1cc(C(=S)N2CCOCC2)ccc1OS(=O)(=O)c1ccccc1[N+](=O)[O-]	19	-0.1	0.8	4	-20	-4	100	102	-4	0
COc1c2ccc(C(=O)NCc3cc(C(F)(F)F)cc(C(F)(F)F)c3)cc2nn1C	19	-0.1	0.8	-8	-6	21	100	85	-6	0
COCCCn1c(SCC(=O)N2CCc3ccccc32)nnc1-c1ccoc1C	·	-0.3	·	·	0	-36	90	136*	5	11
O=C(CSc1nc2ccccc2c(=O)n1CC1CCCO1)NCc1ccc2c(c1)OCO2 (configuration not stated)	13	-0.1	0.9	6	-20	0	95	107	7	5
CC(C)c1ccc(NC(=O)NC2CCN(CC(=O)Nc3cccc4ccccc34)CC2)cc1	24	-0.3	0.8	-2	-4	-4	92	102	2	9
COC(=O)C(C(=O)Nc1ncccn1)C1CCCCCC1 (configuration not stated)	-8	0.1	1.1	11	18	4	100	98	3	-1
CC(=O)/C=C(\C)Nc1c(C)n(C)n(-c2ccccc2)c1=O	2	-0.2	1	9	17	-4	98	105	8	1
Cc1cc(C)n2nc(SCC(=O)Nc3c(C)nn(-c4ccccc4)c3C)nc2n1	10	-0.5	0.9	4	-1	8	103	97	0	-4
Cc1cc(=O)oc(C)c1C(=O)Nc1cccc2ccccc12	9	-0.5	0.9	1	14	10	89	97	8	12
O=C(CSc1ncnc2[nH]ncc12)Nc1cccc(Oc2ccccc2)c1	24	0.1	0.8	0	-7	2	99	100	-6	-2
COc1ccc(CN2CCn3nc(C(=O)NC(C)C)cc3C2=O)cc1	5	-0.1	1	7	8	5	98	105	-12	0
COC(=O)c1[nH]c2cc(C)ccc2c1NC(=O)CN1CCc2cc(OC)c(OC)cc2C1	25	-0.4	0.8	-63	-10	21	101	86	-7	-1
COC(=O)c1ccc(NC(=O)CN2CCN(c3ccc(Cl)cc3)CC2)cc1	24	0.0	0.8	14	10	-7	89	112	-5	10
COc1ccc(CCNC(=O)COC(=O)c2cnc(C)cn2)cc1	15	-0.4	0.8	6	2	8	92	97	-8	9
Brc1ccc2nc3c(n2c1)CCCC3	-2	-0.6	1	2	5	15	92	92	13	9
CCc1ccccc1N1C[C@@]23C=C[C@@H](O2)C(C(=O)OCC(C)C)[C@H]3C1=O (some centres not stated)	6	0.2	0.9	2	3	-4	106	105	0	-6
Going on with the list:
SMILES	Diaphorase inh	Hsp70 act	Diaphorase act	G6PDH counter	APP transl inh	STAT3 inh	STAT1 activator	STAT3 activator	TLR4-MyD88 BLA	STAT1 inh
O=C(NC1CC1)C1=C[C@@H](c2ccc3c(c2)OCO3)C[C@@H](OCc2ccc(CO)cc2)O1	11	0.0	0.9	9	4	·	99	·	-1	2
COc1ccc(C(CC(=O)O)NC(=O)COc2ccccc2)cc1 (configuration not stated)	9	-0.2	0.9	-1	10	10	91	96	-3	10
CCN1CCN(S(=O)(=O)c2ccc(Oc3ccccc3OC)cc2)CC1	10	0.2	0.9	0	-3	6	93	99	2	5
Cc1ccc(CNC(=O)c2oc3ccc(S(=O)(=O)N4CCOCC4)cc3c2C)cc1	20	-0.3	0.8	2	0	7	101	94	-10	-1
COc1ccc(CNC(=S)N/N=C/c2ccncc2)cc1	12	-0.1	0.9	4	8	4	96	95	-2	5
CCC1(CC)NC(=O)N(CC(=O)OCC(=O)NC(=O)c2ccccc2)C1=O	7	-0.3	0.9	5	6	0	102	102	-11	-2
COc1ccc(C2C(C(=O)NCc3ccccn3)c3ccccc3C(=O)N2C)cc1OC (configuration not stated)	-22	-0.3	1.2	15	-9	3	109	100	7	-9
CCNc1nc(NC#N)nc(SCC(=O)OCC)n1	19	0.0	0.8	-1	-1	4	93	104	-1	8
CCN(CC)c1ccc(C(=O)OCC(=O)c2ccco2)cc1	14	1.0	0.9	2	-27	-4	149*	106	4	-54

Compound activity: PubChem BioAssay, several laboratories
